# Bioassay records (PubChem BioAssay)
# HT1080 IDH1KD tx – toxicity to HT-1080 IDH1 knockdown cells (counter line); HT-1080 IDH1 knockdown viability, ATP luminescence, 48 h; Potency, µM (doses to about 46.1 µM), inactives show top-dose activity, negative = toxicity, actives largely listed as cytotoxic; 360,000 compounds, 2% hits; AID 686971;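 further: potency means the concentration at half of the fitted maximal effect; 0% = DMSO wells and -100% = cell-free medium wells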
#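 CellTiter-Glo luminescence after 48 h compound exposure at 37 degrees C of IDH1-knockdown HT-1080 cells in 5% FBS RPMI. %Activity scaled between DMSO wells and cell-free media wells, with curves fitted and assigned curve classes.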
# MCF10A rerep – inducers of DNA re-replication in MCF 10A breast cells; MCF 10A DNA re-replication, Hoechst nuclear intensity, 48 h; Potency, µM (series often up to 46.1 µM), for the others: at the top dose activity, positive = re-replication, usual class: activators; 350,000 compounds, 2.9% hits; further: potency means the concentration at half of the fitted maximal effect; % of control where 0% means no effect; nearly all actives have a fitted effect of over 50% in size
# HT1080-NT tox – kills 2HG-producing HT-1080-NT fibrosarcoma cells | Potency, µM (highest dose often 46.1 µM), for the others: at the top dose activity, negative = less viability, hits mostly cytotoxic | AID 686970 | 360,000 compounds, 1.6% hits | HT-1080-NT fibrosarcoma viability, CellTiter-Glo ATP luminescence, 48 h;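 further: NT is the 2HG producing partner of a matched IDH1 knockdown line; potency means the concentration at half of the fitted maximal effect; 0% = DMSO-treated cells and -100% = media-only wells without cells; nearly all actives have a fitted effect of over 55% in size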
#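 A 48-hour cytotoxicity screen used HT-1080-NT cells plated 2 hours before compound delivery. ATP-based CellTiter-Glo luminescence measured viability, normalized to DMSO and no-cell controls.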
# KB-V1 MDR tox – KB-V1 MDR subline cytotoxicity; KB-V1 MDR cells viability, CellTiter-Glo, 72 h; Potency, µM (series often up to 46.1 µM), inactives show at the highest dose activity change, negative = cytotoxicity, usual class: cytotoxic; 400,000 compounds, 3.4% hits; further: potency means the concentration at half of the fitted maximal effect; on the % scale 0 is the no-effect control and ±100 the full control effect; nearly all actives have a fitted effect of over 60% in size
#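 Drug-selected KB-V1 cells, grown in DMEM lacking phenol red with 10% FBS, receive compound titrations; after three days at 37 degrees C, surviving cell ATP is quantified by CellTiter-Glo luminescence and responses normalized and curve-fitted.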
# IL-1B inflam inh – inflammasome signaling inhibition, IL-1 beta readout; THP-1 LPS/ATP IL-1B secretion, AlphaLISA, 16 h; stronger effect = lower value; activity change, % at 57.5 µM; 360,000 compounds, 4.7% hits; AID 743279; in the data active means activity change below about -50%; inconclusive means mostly about -30% to -49%; further: on the % scale 0 is the no-effect control and ±100 the full control effect
#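 THP-1 cells pretreated 1 hr with compounds (up to 57.5 uM final), then stimulated with LPS (250 ng/mL final) plus ATP (1.25 mM final); secreted IL-1B measured by AlphaLISA after 16 hr, decreased signal indicating inhibition.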
# ATXN viability – viability counter-screen for ATXN expression inhibitors; S2 cells (HEK-293 line with an ATXN2-luciferase reporter) viability, CellTiter-Fluor protease fluorescence, 24 h; 400,000 compounds, 0.49% hits; AID 651635; Potency, µM (top dose mostly 56.7 µM), hits mostly cytotoxic; further: potency means the concentration at half of the fitted maximal effect; nearly all actives have a fitted effect of over 40% in size
# ATXN2 expr inh – ATXN2 expression inhibition; HEK-293 ATXN2-luciferase reporter, luminescence, 24 h; Potency, µM (doses to about 57 µM), for inactives: at the top dose activity change, negative = inhibition, actives largely listed as inhibitors; 360,000 compounds, 0.72% hits; AID 1745845; further: potency means the concentration at half of the fitted maximal effect; on the % scale 0 is the no-effect control and ±100 the full control effect; nearly all actives have a fitted effect of over 55% in size
#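 ATXN2-luciferase reporter cells (luciferase flanked by upstream and downstream ATXN2 gene portions) were treated 24 h at 37 °C with compounds at up to 57 uM. SteadyGlo luminescence gave expression; GF-AFC fluorescence gave viability.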
# KB-3-1 cytotox – kills parental KB-3-1 adenocarcinoma cells | KB-3-1 viability, CellTiter-Glo ATP luminescence, 72 h | Potency, µM (highest dose often 46.1 µM), without a hit: at the top dose activity change, negative = cytotoxic, usual class: cytotoxic | 400,000 compounds, 1.4% hits | AID 1347075; further: potency means the concentration at half of the fitted maximal effect; on the % scale 0 is the no-effect control and ±100 the full control effect; nearly all actives have a fitted effect of over 60% in size
#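 Parental KB-3-1 adenocarcinoma cells in phenol-red-free DMEM with 10% FBS were pin-treated with compounds at several concentrations, incubated 72 h at 37 °C, and viability read by CellTiter-Glo luminescence; concentration-effect curves were fitted after normalization.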
# SW480 rereplic – inducers of DNA re-replication in SW480 colon cancer cells; SW480 DNA re-replication, Hoechst DNA content imaging, 48 h; Potency, µM (doses to about 46.1 µM), for inactives: at the top dose re-replication activation, hits mostly activators; 340,000 compounds, 1.8% hits; AID 624297; further: potency means the concentration at half of the fitted maximal effect; % of control where 0% means no effect; nearly all actives have a fitted effect of over 55% in size
#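 Compounds, transferred as 23 nL by pin tool, were incubated with cells for 48 hr; DNA content per nucleus was then quantified by Hoechst staining and fluorescence plate imaging.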
# * hit, by the source's call; i = inactive; ? = inconclusive; . = not tested or not shown; [ ] = remark or other dose. Unless noted, the call rests on the fitted dose curve; in most records, active means well fitted curve in the direction sought with a large enough effect; inconclusive means small, poorly fitted or top-dose-only effect, or another doubt; inactive means no such curve, though single readings can be large; an effect the other way counts as inactive or inconclusive.
[1] CC(OC(=O)c1ccc(S(=O)(=O)N2CCOCC2)cc1)c1ccccc1 (stereo unspecified)
[2] CS(=O)(=O)N1CCN(C(=O)c2cc(-c3cccs3)nc3ccccc23)CC1
[3] CCN(CC)CCCNC(=O)c1ccccc1C
[4] COc1ccc(C(=O)n2cnc3ccccc32)cc1Br
[5] O=C(c1ccco1)N1CCN(S(=O)(=O)c2cccc([N+](=O)[O-])c2)CC1
[6] CC(=O)c1ccc(NC(=O)C2CCCN2S(=O)(=O)c2cccc3cccnc23)cc1 (stereo unspecified)
[7] CCCNC(=O)CCc1c(C)nc2c(c(C)nn2-c2ccc(C)cc2)c1C
[8] CCc1ccccc1N1C(=O)C2C3CC(=O)C(c4ccccc43)C2C1=O (stereo unspecified)

Assay by compound | 1 | 2 | 3 | 4 | 5 | 6 | 7 | 8
HT1080 IDH1KD tx | 2% | -6% | 1% | 7% | 9% | 10% | 0% | -2%
MCF10A rerep | 7% | -2% | -7% | -3% | 0% | 19% | ? | -4%
HT1080-NT tox | 7% | -4% | 0% | 3% | 6% | 4% | -1% | -2%
KB-V1 MDR tox | ? | -2% | -12% | -10% | 7% | -3% | 0% | -1%
IL-1B inflam inh | -6 | 26 | 0 | -9 | -5 | 13 | -11 | -1
ATXN viability | i | i | i | i | ? | i | ? | i
ATXN2 expr inh | -4% | 17% | 1% | 7% | -13% | 6% | . | -5%
KB-3-1 cytotox | -5% | -7% | -13% | -12% | 4% | 6% | 2% | 1%
SW480 rereplic | 2% | 0% | 0% | -8% | -7% | -2% | -2% | -10%

[9] CCOC(=O)c1c(NC(=O)COc2ncnc3sccc23)sc2c1CCC2
[10] CS(=O)(=O)N(Cc1ccccc1)c1ccc(C(=O)NCc2cccnc2)cc1
[11] CCc1cccc(C)c1NC(=O)CN1C(=O)c2cccc3cccc1c23
[12] COc1ccc(-c2csc(NC(=O)C3=COCCO3)n2)c(OC)c1
[13] Cc1c(C(=O)N2CC(C(=O)N3CCCCC3)Oc3ccccc32)oc2ccccc12 (stereo unspecified)
[14] CCOc1ccc(NC(=O)C(C)Oc2ccccc2C(=O)Nc2ccc(C)c(Cl)c2)cc1 (stereo unspecified)
[15] Cc1cc2oc(C(=O)Nc3ccc(S(=O)(=O)N4CCC(C)CC4)cc3)cc(=O)c2cc1C
[16] CN(c1c(C#N)c(C(F)(F)F)nn1C)N(S(C)(=O)=O)S(C)(=O)=O

Assay by compound | 9 | 10 | 11 | 12 | 13 | 14 | 15 | 16
HT1080 IDH1KD tx | ? | 1% | . | -4% | -3% | ? | . | 17%
MCF10A rerep | 25% | 0% | . | 7% | 8% | 21% | . | -14%
HT1080-NT tox | ? | -2% | . | -5% | -6% | ? | . | -1%
KB-V1 MDR tox | 3.3µM* | 15% | -6% | -29% | -10% | ? | ? | -12%
IL-1B inflam inh | 17 | 22 | . | -20 | -3 | -17 | . | -9
ATXN viability | i | i | i | i | i | i | i | i
ATXN2 expr inh | 2% | ? | 6% | 50%[activator] | -4% | 56%[activator] | -4% | 2%
KB-3-1 cytotox | 0% | 6% | 6% | -22% | -11% | ? | -11% | 2%
SW480 rereplic | -1% | -8% | . | -32%[inhibitor] | 24% | 20% | . | -6%

[17] CCOC(=O)c1ccccc1NC(=O)CCc1c(C)nc2c(c1C)c(=O)n(C)c(=O)n2C
[18] O=C(CN1CCN(c2ncccn2)CC1)Nc1ccccc1-n1cccc1
[19] C=CCn1c(SCC(=O)Nc2ccc(F)cc2F)nc2c([nH]c3ccccc32)c1=O
[20] CCCCC(=O)NC(=S)Nc1cccc(NC(=O)c2ccco2)c1
[21] Cc1noc(C)c1C(=O)OCC(=O)NCCc1ccccc1
[22] COc1ccc(C(=S)N2CCOCC2)cc1OS(=O)(=O)c1ccccc1[N+](=O)[O-]
[23] O=C(Nc1ccc(C(=O)N2CCN(c3ccccc3F)CC2)cc1)c1nsc2ccccc12
[24] CCOC(=O)c1ccccc1NC(=O)C(C)Oc1ccccc1 (stereo unspecified)

Assay by compound | 17 | 18 | 19 | 20 | 21 | 22 | 23 | 24
HT1080 IDH1KD tx | . | 5% | 14% | -7% | 5% | -3% | . | 1%
MCF10A rerep | . | -12% | 18% | 2% | -2% | 0% | . | -33%
HT1080-NT tox | . | 0% | 0% | -1% | 0% | -1% | . | 1%
KB-V1 MDR tox | -2% | 12µM* | -20% | -4% | -24% | -11% | 4% | 0%
IL-1B inflam inh | . | -23 | i | -29 | -4 | -10 | . | 1
ATXN viability | i | i | i | i | ? | i | ? | i
ATXN2 expr inh | 6% | -7% | 2% | -5% | 1% | -8% | 8% | 7%
KB-3-1 cytotox | 3% | 3% | ? | 2% | 3% | -36% | -12% | 10%
SW480 rereplic | . | -1% | -2% | -3% | -2% | 13% | . | 3%[9.22 µM]

# Record cards, as listed above. Order of screens: HT1080 IDH1KD tx | MCF10A rerep | HT1080-NT tox | KB-V1 MDR tox | IL-1B inflam inh | ATXN viability | ATXN2 expr inh | KB-3-1 cytotox | SW480 rereplic
# COc1ccc(-c2csc(NC(=O)C3=COCCO3)n2)c(OC)c1 is entered as -4% | 7% | -5% | -29% | -20 | i | 50%[activator] | -22% | -32%[inhibitor]
# CCc1cccc(C)c1NC(=O)CN1C(=O)c2cccc3cccc1c23 is entered as . | . | . | -6% | . | i | 6% | 6% | .
# CCc1ccccc1N1C(=O)C2C3CC(=O)C(c4ccccc43)C2C1=O (stereo unspecified) is entered as -2% | -4% | -2% | -1% | -1 | i | -5% | 1% | -10%
# O=C(c1ccco1)N1CCN(S(=O)(=O)c2cccc([N+](=O)[O-])c2)CC1 is entered as 9% | 0% | 6% | 7% | -5 | ? | -13% | 4% | -7%
# Cc1cc2oc(C(=O)Nc3ccc(S(=O)(=O)N4CCC(C)CC4)cc3)cc(=O)c2cc1C is entered as . | . | . | ? | . | i | -4% | -11% | .

# (more compounds)
[25] CSc1ccc(C2c3c(oc4ccccc4c3=O)C(=O)N2CCCN2CCOCC2)cc1 (stereo unspecified)
[26] Nc1[nH]c(C(=O)c2ccccc2)c(-c2ccccc2Br)c1C(=O)NCCc1ccc(Cl)cc1Cl
[27] COc1ccc(OCC(O)CN2CCN(CC(O)COc3ccc(OC)cc3)CC2)cc1 (stereo unspecified)
[28] CS(=O)(=O)NCc1nnc(SCc2c(F)cccc2Cl)o1
[29] COc1cccc(C2/C(=C(\O)c3ccc4c(c3)OCCO4)C(=O)C(=O)N2CC2CCCO2)c1 (stereo unspecified)
[30] O=c1cc(CSc2nc(NCc3ccccc3)c3ccccc3n2)nc2ccc(Cl)cn12
[31] CCOC(=O)c1c(N)n(-c2cccc(OC)c2)c2nc3ccccc3nc12
[32] O=C(COc1ccccc1)Nc1ccccc1N1CCN(c2ccc(F)cc2)CC1

Assay by compound | 25 | 26 | 27 | 28 | 29 | 30 | 31 | 32
HT1080 IDH1KD tx | . | 9% | 9% | -10% | -8% | 4% | . | 4%
MCF10A rerep | . | . | 1% | 0% | -1% | 1% | . | 14%
HT1080-NT tox | . | 7% | 0% | -3% | 0% | 4% | . | -1%
KB-V1 MDR tox | -24% | -23% | -23% | -7% | 2% | 2.3µM* | -19% | ?
IL-1B inflam inh | . | -11 | -5 | 5 | i | 11 | . | -5
ATXN viability | i | i | i | i | ? | ? | i | i
ATXN2 expr inh | 7% | 18% | -4% | 6% | ? | -7% | 10% | 6%
KB-3-1 cytotox | 20% | ? | -2% | -4% | -15% | -20% | 6% | 0%
SW480 rereplic | . | . | -13% | -21% | -11% | -1% | . | -6%

[33] O=C(Nc1ccccc1C(=O)NCC1CCCO1)c1ccccc1 (stereo unspecified)
[34] CSc1cnc2c(=O)n(C)c(=O)[nH]c2n1
[35] Cc1ccc(NC(=O)CN2C(=O)NC3(CCc4ccccc43)C2=O)cc1S(=O)(=O)N1CCCCC1 (stereo unspecified)
[36] Cc1cc(C)c2[nH]c(=O)c(CN(Cc3nnnn3C3CCCC3)C3CCCCC3)cc2c1
[37] CC(CS(=O)(=O)c1ccc2c(c1)NC(=O)CS2)C(=O)N1CCN(c2cccc(Cl)c2)CC1 (stereo unspecified)
[38] CCOCC(=O)N1CCN(c2ccccc2OC)CC1
[39] Cc1ccc2[nH]cc(S(=O)(=O)c3ccc(C(C)C)cc3)c(=O)c2c1
[40] CN1CCN(C(=O)c2ccc3c(=O)n(CCc4ccccc4)c(=S)[nH]c3c2)CC1
[41] Oc1ccc(-c2nc3ccccn3c2NCc2ccc3c(c2)OCO3)cc1
[42] O=C(COC(=O)c1cccc(Br)c1)NCCNC(=O)COC(=O)c1cccc(Br)c1
[43] CCn1c(COc2ccccc2C)nnc1SCC(=O)N1CCC(C)CC1

Assay by compound | 33 | 34 | 35 | 36 | 37 | 38 | 39 | 40 | 41 | 42 | 43
HT1080 IDH1KD tx | -10% | 0% | -2% | 19% | -9% | 26% | -12% | 7% | -12% | 20% | ?
MCF10A rerep | 2% | -39%[inhibitor] | 26% | -1% | 16% | -3% | -32%[inhibitor] | 19% | -6% | -10% | 3%
HT1080-NT tox | 1% | 0% | -8% | 6% | -5% | 11% | -8% | 2% | -17% | 18% | -17%
KB-V1 MDR tox | -1% | -10% | -9% | -7% | -9% | 3% | -1% | -10% | ? | 27% | 0%
IL-1B inflam inh | -3 | 10 | -22 | -4 | -25 | 11 | -3 | 12 | -16 | 0 | -11
ATXN viability | i | i | i | i | i | i | i | i | i | i | i
ATXN2 expr inh | 1% | -3% | -1% | -9% | -2% | -28% | -4% | -15% | 5% | -3% | -31%
KB-3-1 cytotox | 2% | 20% | -14% | 1% | 23µM* | -4% | -15% | ? | 0% | -6% | 0%
SW480 rereplic | -3% | -1% | 1% | -5% | 11% | -4% | 4% | -6% | -2% | 5% | ?
